From PubChem BioAssay
MRP1 act: H69AR viability gain despite doxorubicin, primary screen, MRP-1 activator project, H69AR cells, CellTiter-Glo; viability rescue; viability increase, % at 10 µM; hit rate 0.61% among 140,000;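 active = viability gain under doxorubicin at or above a set limit, the compound median plus 3 SD, cut at about 4.7% in these data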;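 note: MRP-1 overexpressing cells given doxorubicin 25 µM after compound pretreatment; 18-22 h compound pretreatment then 72 h with doxorubicin before readout; 0% = doxorubicin-only wells and 100% = vehicle-treated cells without doxorubicin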
HCT116 PTEN-null: growth suppression of PTEN-null HCT116, primary screen, cell-based, CellTiter-Glo. HCT116 PTEN-null viability, 60 h; stronger effect = lower value. hit rate 1.2% among 140,000. viability, % at 10 µM;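 active = viability at or below a set limit, 4 SD under the median of all tested compounds, cut at about 3.7% in these data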;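 note: PTEN knockout HCT116 line with beta catenin targeted HCT116 as companion control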
E-sel TNF inh: E-selectin induction blockers in HUVEC – imaging, immunofluorescence, high content, primary screen. HUVEC TNFa-induced E-selectin immunofluorescence. hit rate 0.71% among 120,000. AID 1246, 2008. inhibition, % at 2 µM;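 active = inhibition above the batch mean plus 3 SD, and confirmed as a hit on visual image review, cut at about 43% in these data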;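 note: 0% = TNF-stimulated DMSO wells and 100% = unstimulated control wells; not every result past the cut was called active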
HCT116 bCat-KO: primary screen for growth suppressors in beta-catenin knockout HCT116 cells (colon tumor, human). HCT116 beta-catenin knockout viability, CellTiter-Glo, 60 h; stronger effect = lower value. viability, % at 10 µM. hit rate 1.5% among 140,000. AID 818, 2007;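 active = viability at or under a set limit, the compound median less 4 SD, cut at about 6% in these data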;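 note: 0% = Hyamine 1622 control at 20 µM and 100% = untreated cell control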
Measles CPE: compounds protecting cells from measles virus cytopathic effect, primary screen, measles RdRp inhibitor project, single point, MLSMR library, absorbance. hit rate 1.5% among 140,000. Measles virus-infected cells, CPE protection. protection (pct of control), % at 4 µM; in the data active = protection mostly above about 24%, no sharp cut-off; inactive = mostly below about 26%; note: some compounds called inactive have numbers as strong as hits
NPY Y2 blocker: NPY-Y2 receptor antagonists, primary screen, cell-based. Neuropeptide Y receptor type 2 (Homo sapiens), P49146. NPY-Y2 expressing cells, antagonist mode. inhibition, % at 2.7 µM. hit rate 0.99% among 140,000. AID 793, 2007; in the data active = inhibition above about 17%;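 note: 0% = vehicle with agonist challenge and 100% = reference antagonist with challenge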
Target sequence (P49146 whole entry, looked up): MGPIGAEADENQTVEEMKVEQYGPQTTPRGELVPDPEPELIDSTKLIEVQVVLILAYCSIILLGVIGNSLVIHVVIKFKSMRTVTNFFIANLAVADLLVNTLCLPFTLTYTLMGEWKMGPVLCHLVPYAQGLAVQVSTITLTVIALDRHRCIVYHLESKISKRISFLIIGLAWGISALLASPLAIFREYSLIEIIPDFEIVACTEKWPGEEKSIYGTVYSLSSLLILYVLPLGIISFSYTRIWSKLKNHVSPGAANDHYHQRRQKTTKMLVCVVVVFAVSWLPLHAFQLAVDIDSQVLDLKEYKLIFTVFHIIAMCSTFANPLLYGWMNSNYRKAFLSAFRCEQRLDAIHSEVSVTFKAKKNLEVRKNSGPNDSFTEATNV
BB579 growth dn: growth inhibitors of yeast BB579 in restrictive medium, primary screen, yeast lifespan-shortening project, S. cerevisiae. OD615, 48 h. inhibition, % at 10 µM. hit rate 0.51% among 140,000. AID 804, 2007;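 active = inhibition above a set limit, 3 SD over the mean compound inhibition, cut at about 44% in these data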; note: inactives centre near -24
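System: Saccharomyces cerevisiae DeaD strain BB579, replicative lifespan model yeast | Buffer or medium: Restrictive glucose-based CSMM-D medium | Times: 4 h preincubation and 48 h exposure at 30 °C | Detection: OD615 turbidity measurement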
GALR2 blocker: GALR2 antagonists in receptor-expressing cells, primary screen; Galanin receptor type 2 (Homo sapiens), O43603; antagonist mode; inhibition, % at 4 µM; hit rate 0.39% among 140,000; AID 828, 2007; in the data active = inhibition above about 27%;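 note: cells stimulated with galanin 1-16 at roughly its EC80; 0% = agonist challenge control and 100% = basal control without agonist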
Target sequence (O43603 whole entry, looked up): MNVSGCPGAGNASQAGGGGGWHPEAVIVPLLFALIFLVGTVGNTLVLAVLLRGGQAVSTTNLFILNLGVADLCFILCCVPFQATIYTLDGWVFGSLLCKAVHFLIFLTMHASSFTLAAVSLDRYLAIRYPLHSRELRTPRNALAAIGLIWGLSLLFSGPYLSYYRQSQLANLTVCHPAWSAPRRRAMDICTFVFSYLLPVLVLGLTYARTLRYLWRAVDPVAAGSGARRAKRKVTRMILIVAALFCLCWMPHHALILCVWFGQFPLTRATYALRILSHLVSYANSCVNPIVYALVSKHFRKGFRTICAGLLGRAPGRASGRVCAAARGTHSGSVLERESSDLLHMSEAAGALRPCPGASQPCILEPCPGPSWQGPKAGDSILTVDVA
Phagocyt inh: inhibitors of macrophage phagocytosis, primary screen, imaging, J774A.1 cells, IgG beads; AID 1029, 2008; J774A.1 macrophage IgG-bead phagocytosis; inhibition, % at 5 µM; hit rate 0.07% among 110,000;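 active = inhibition above the mean of the plate negative controls plus 5 SD, cut at about 13% in these data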;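 note: phagocytic index as fraction of beads internalized from green versus red external bead signal; plate controls were DMSO negative control for no effect and cytochalasin-D positive control for full effect; some results beyond the cut were filed as inactive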
Yeast lifespan up: compounds extending yeast replicative lifespan, primary screen, S. cerevisiae, OD615 | inhibition of the nicotinamide effect, % at 10 µM | hit rate 0.68% among 130,000 | S. cerevisiae growth with nicotinamide; deaD strain in restrictive glucose medium;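 active = inhibition above a set limit, placed 3 SD over the median of all compounds, cut at about 26% in these data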;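 note: 0% = nicotinamide-treated wells and 100% = cells grown without nicotinamide; some compounds called inactive have numbers as strong as hits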
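Assay system: engineered S. cerevisiae DeaD replicative-lifespan strain, galactose-grown log-phase cells; medium: restrictive CSMM-D dextrose medium; also added: nicotinamide, 1.5 mM, co-present with compound; schedule: 48 h compound exposure at 30 °C, humidified; detection: absorbance at 615 nm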
* = called active by the depositor; . = no result given.

SMILES | MRP1 act | HCT116 PTEN-null | E-sel TNF inh | HCT116 bCat-KO | Measles CPE | NPY Y2 blocker | BB579 growth dn | GALR2 blocker | Phagocyt inh | Yeast lifespan up
Cc1ccccc1OCC(=O)Nc1ccc2c(c1)C(=O)c1ccccc1C2=O | 1.8 | 71.8 | . | 66.1 | 16.1 | 3.2 | -4.0 | 4.5 | -8.0 | 2.7
CCCCN(CC)C(=S)Nc1ccc2nc3n(c(=O)c2c1)CCCCC3 | -1.9 | 85.4 | -0.9 | 86.3 | 3.8 | 3.4 | -37.8 | 11.9 | -7.1 | 23.5
CCc1ccc(/C=N/NC(=O)c2cc(C3CC3)nc3ccccc23)s1 | -3.6 | 19.2 | -15.9 | 20.0 | 3.2 | 1.4 | -21.6 | -1.4 | 5.0 | -2.9
Cc1cc(C)n2c(SCc3ccc(C#N)cc3)nnc2n1 | -0.3 | 82.8 | -11.7 | 90.8 | 4.0 | -0.2 | -7.4 | -0.2 | 2.2 | -23.1
NC(=O)CSc1nnc(C2CC2)n1Cc1ccccc1 | -0.2 | 98.8 | 18.4 | 92.2 | 3.8 | 2.9 | -25.8 | 3.6 | 1.8 | -2.2
COc1cc(NC(=O)c2cccs2)c(C(=O)OCC(=O)c2cc(C)n(-c3ccccc3)c2C)cc1OC | -0.3 | 86.0 | . | 92.1 | 19.6 | 4.9 | -21.2 | 16.2 | . | -0.5
COc1cccc(CNC(=O)Cn2nc(-c3ccc(Cl)cc3)ccc2=O)c1 | -0.9 | 101.6 | -46.8 | 103.1 | 10.8 | 8.1 | -41.4 | 4.6 | 0.7 | -9.0
COc1ccc(C2C(CC(=O)O)=C(O)C(=O)N2c2ccccc2)cc1 (centres undefined) | -0.8 | 90.4 | . | 97.6 | 2.9 | 1.3 | -28.5 | -1.6 | 1.1 | 12.2
CCOc1ccc(-c2cc(CCCC(=O)NCc3ccco3)no2)cc1 | -2.4 | 91.2 | -5.9 | 83.5 | 4.0 | -0.6 | -32.3 | 9.7 | -0.2 | -7.3
CC(Cc1ccccc1)NC(=O)C1(c2ccccc2)CCOCC1 (centres undefined) | -2.3 | 89.2 | -40.8 | 100.3 | 5.5 | 0.9 | -1.2 | -5.3 | 2.8 | -6.9
Cc1ccc(S(=O)(=O)N2CCC(O)(c3cccnc3)CC2)cc1 | -2.6 | 87.9 | -25.0 | 92.6 | 12.4 | 2.9 | -28.8 | 1.2 | -1.1 | 1.1
Cc1cccc(-c2nc(C#N)c(N3CCCCCC3)o2)c1 | 2.5 | 88.4 | -9.8 | 99.2 | 10.8 | 15.0 | -28.0 | -3.8 | 0.6 | -20.6
CC(=O)Nc1ccc(NS(=O)(=O)c2cn(C)c(=O)n(C)c2=O)cc1 | -0.5 | 101.6 | . | 97.4 | 11.3 | 0.9 | 2.6 | -11.1 | -1.0 | -6.5
CCCNS(=O)(=O)c1ccc(CCC(=O)N2CCN(c3ccc(OC)cc3)CC2)cc1 | -2.1 | 83.2 | 10.6 | 84.7 | 17.3 | 5.8 | -65.6 | 0.6 | 0.3 | -4.8
O=C(/C=C/c1ccc(-c2ccccc2[N+](=O)[O-])o1)c1ccc(F)cc1 | -1.9 | 15.6 | -53.4 | 31.8 | 10.3 | 16.0 | -51.6 | -5.4 | . | -5.1
CC(C)(C)C1CCc2onc(C(=O)Nc3cnn(Cc4ccc(F)cc4)c3)c2C1 (centres undefined) | -4.7 | 56.7 | -29.8 | 60.7 | 5.0 | 8.1 | -45.5 | 1.6 | -0.8 | -13.5
COc1ccc(N2CC(NC(=O)NC(C)(C)C)CC2=O)cc1 (centres undefined) | 0.1 | 93.7 | 20.1 | 85.3 | 11.6 | 1.7 | -22.8 | -7.2 | -7.8 | 4.3
O=C(Nc1ncnc2c1CCC2)C12CC3CC(CC(C3)C1)C2 | -2.5 | 93.0 | . | 100.8 | 9.7 | 2.1 | -12.5 | -2.7 | . | 1.4
Cc1csc(N(C(=O)Cc2ccccc2F)c2ccccc2)n1 | -1.0 | 84.1 | . | 89.1 | . | 1.8 | -30.6 | 6.9 | -8.9 | -2.5
CC(C)C(c1nnnn1CC1CCCO1)N1CCN(Cc2ccc3c(c2)OCO3)CC1 (centres undefined) | -1.2 | 98.7 | 3.0 | 94.2 | 11.3 | -1.2 | -75.4 | -22.4 | -5.3 | 0.3
COc1ccc(-c2cc(C(=O)NCC(C)C)no2)cc1 | -0.2 | 106.5 | -18.0 | 97.5 | 10.8 | 4.2 | -68.6 | -5.7 | 1.0 | -16.1
CCOC(=O)c1c(C)nc2c(C#N)cnn2c1C | 0.6 | 109.4 | 13.6 | 108.7 | 54.0 | 3.4 | -13.4 | 7.7 | 0.1 | -6.7
COc1cc(C2C(C(C)=O)=C(O)C(=O)N2c2ccc(C)cc2)ccc1O (centres undefined) | -0.3 | 113.1 | -3.3 | 99.6 | 2.6 | 2.7 | -46.3 | 5.1 | 0.1 | -7.6
Cc1cccc(N(CC(O)CON=C2c3ccccc3-c3ccccc32)S(C)(=O)=O)c1 (centres undefined) | -1.9 | 17.4 | 18.9 | 36.9 | 8.0 | 1.3 | -0.8 | -4.3 | 0.8 | -1.2

Results in HCT116 PTEN-null, Yeast lifespan up and HCT116 bCat-KO, for 2 of the compounds above:
| Compound | HCT116 PTEN-null | Yeast lifespan up | HCT116 bCat-KO |
| --- | --- | --- | --- |
| CC(C)C(c1nnnn1CC1CCCO1)N1CCN(Cc2ccc3c(c2)OCO3)CC1 (centres undefined) | 98.7 | 0.3 | 94.2 |
| COc1ccc(-c2cc(C(=O)NCC(C)C)no2)cc1 | 106.5 | -16.1 | 97.5 |

Retrieved by compound from the list above, 5 records:
SMILES | MRP1 act | HCT116 PTEN-null | E-sel TNF inh | HCT116 bCat-KO | Measles CPE | NPY Y2 blocker | BB579 growth dn | GALR2 blocker | Phagocyt inh | Yeast lifespan up
CC(C)C(c1nnnn1CC1CCCO1)N1CCN(Cc2ccc3c(c2)OCO3)CC1 (centres undefined) | -1.2 | 98.7 | 3.0 | 94.2 | 11.3 | -1.2 | -75.4 | -22.4 | -5.3 | 0.3
CC(C)(C)C1CCc2onc(C(=O)Nc3cnn(Cc4ccc(F)cc4)c3)c2C1 (centres undefined) | -4.7 | 56.7 | -29.8 | 60.7 | 5.0 | 8.1 | -45.5 | 1.6 | -0.8 | -13.5
COc1ccc(-c2cc(C(=O)NCC(C)C)no2)cc1 | -0.2 | 106.5 | -18.0 | 97.5 | 10.8 | 4.2 | -68.6 | -5.7 | 1.0 | -16.1
CCOC(=O)c1c(C)nc2c(C#N)cnn2c1C | 0.6 | 109.4 | 13.6 | 108.7 | 54.0 | 3.4 | -13.4 | 7.7 | 0.1 | -6.7
Cc1csc(N(C(=O)Cc2ccccc2F)c2ccccc2)n1 | -1.0 | 84.1 | . | 89.1 | . | 1.8 | -30.6 | 6.9 | -8.9 | -2.5

Ordered by the number under NPY Y2 blocker (low to high): some entries from above
| canonical_smiles | E-sel TNF inh | Measles CPE | NPY Y2 blocker | GALR2 blocker | Phagocyt inh | Yeast lifespan up |
| --- | --- | --- | --- | --- | --- | --- |
| CC(=O)Nc1ccc(NS(=O)(=O)c2cn(C)c(=O)n(C)c2=O)cc1 | . | 11.3 | 0.9 | -11.1 | -1.0 | -6.5 |
| COc1ccc(C2C(CC(=O)O)=C(O)C(=O)N2c2ccccc2)cc1 (centres undefined) | . | 2.9 | 1.3 | -1.6 | 1.1 | 12.2 |
| O=C(/C=C/c1ccc(-c2ccccc2[N+](=O)[O-])o1)c1ccc(F)cc1 | -53.4 | 10.3 | 16.0 | -5.4 | . | -5.1 |
